# Screening data deposited in PubChem BioAssay by several laboratories.
# TMEM16A inh – blocks the mouse calcium-activated chloride channel TMEM16A; HEK293 TMEM16A/YFP iodide influx fluorescence, ionomycin; normalized B-score (activity score, 25-100; higher = stronger inhibition) at 10 µM; 310,000 compounds, 1.2% hits; AID 588511;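 active means ratio plate-corrected score three or more library SD toward inhibition, starting fluorescence score within five deviations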;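 further: score derived from kinetic fluorescence span divided by baseline fluorescence per well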
# Target sequence (Q8BHY3 whole entry, looked up): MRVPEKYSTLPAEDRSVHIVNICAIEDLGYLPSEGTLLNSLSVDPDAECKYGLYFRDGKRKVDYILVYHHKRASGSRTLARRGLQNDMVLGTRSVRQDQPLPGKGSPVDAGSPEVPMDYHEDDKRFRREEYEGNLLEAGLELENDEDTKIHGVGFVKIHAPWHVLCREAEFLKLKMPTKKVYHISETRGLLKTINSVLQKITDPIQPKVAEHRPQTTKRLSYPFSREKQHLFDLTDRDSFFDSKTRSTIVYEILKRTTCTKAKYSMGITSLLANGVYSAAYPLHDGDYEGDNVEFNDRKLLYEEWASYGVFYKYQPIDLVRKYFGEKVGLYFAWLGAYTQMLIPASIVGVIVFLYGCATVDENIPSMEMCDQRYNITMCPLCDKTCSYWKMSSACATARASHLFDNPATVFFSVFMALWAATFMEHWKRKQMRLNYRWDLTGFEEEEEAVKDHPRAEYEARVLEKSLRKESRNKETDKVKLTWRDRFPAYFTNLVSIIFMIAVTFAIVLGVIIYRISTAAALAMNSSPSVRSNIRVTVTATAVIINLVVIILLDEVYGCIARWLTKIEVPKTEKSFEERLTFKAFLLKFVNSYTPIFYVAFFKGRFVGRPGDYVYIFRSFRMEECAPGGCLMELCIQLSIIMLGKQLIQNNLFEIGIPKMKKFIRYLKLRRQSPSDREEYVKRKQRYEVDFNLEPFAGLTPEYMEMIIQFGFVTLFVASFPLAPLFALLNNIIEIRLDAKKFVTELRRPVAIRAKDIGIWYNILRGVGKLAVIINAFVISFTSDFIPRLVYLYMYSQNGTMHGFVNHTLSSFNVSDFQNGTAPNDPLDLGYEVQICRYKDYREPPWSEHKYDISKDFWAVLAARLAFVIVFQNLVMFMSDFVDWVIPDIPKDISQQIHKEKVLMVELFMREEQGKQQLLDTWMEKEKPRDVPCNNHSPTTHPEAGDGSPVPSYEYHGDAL
# KCNK9 inh – blocks the human KCNK9 two-pore domain potassium channel; Q9NPC2; HEK293 KCNK9, FluxOR thallium flux fluorescence; active compounds read low; B-score at 10 µM; 310,000 compounds, 1.2% hits;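 active means ratio B-score over 3 SD below the library mean, with starting fluorescence within 5 SD of its mean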;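 further: negative B-score means less thallium flux so channel inhibition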
# KCNQ1 block – blocks the human KCNQ1 potassium channel; AID 2642; CHO-K1 KCNQ1, FluxOR thallium flux fluorescence; active compounds read high; P51787; 310,000 compounds, 1.3% hits; B-score at 10 µM;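 active means compounds whose thallium flux B-score, printed positive for inhibition, exceeds three library SD while starting fluorescence stays within three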;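 further: channel opened by potassium depolarization with thallium stimulus after 20 min compound exposure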
# RGS4 block – human RGS4 inhibition; HEK293 M3R/RGS4 inducible, Fluo-4 calcium flux; active compounds read high; triggered by carbachol at its EC20; B-score at 10 µM; 310,000 compounds, 0.45% hits; AID 463165;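 active means B-score, a plate-corrected calcium signal, over three deviations above library mean, with baseline fluorescence within five deviations of library mean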;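 further: RGS4 expression induced by doxycycline in cells with stable M3 receptor; B-score is computed from the integrated fluorescence ratio over baseline after carbachol; higher B-score means a larger calcium signal and so more RGS4 inhibition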
# Target sequence (P49798 whole entry, looked up): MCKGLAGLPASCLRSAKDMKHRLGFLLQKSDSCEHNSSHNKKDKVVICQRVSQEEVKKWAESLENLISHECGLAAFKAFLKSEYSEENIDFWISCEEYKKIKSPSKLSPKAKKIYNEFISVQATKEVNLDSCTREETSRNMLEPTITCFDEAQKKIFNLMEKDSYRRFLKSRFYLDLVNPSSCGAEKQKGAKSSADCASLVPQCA
# KCNQ1 pot – potentiates or activates the human KCNQ1 potassium channel; P51787; CHO-K1 KCNQ1, thallium flux FluxOR fluorescence; active compounds read high; B-score at 10 µM; 310,000 compounds, 0.35% hits; AID 2648;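 active means fluorescence ratio B-score, a plate-corrected score, at least three library SD, with initial intensity B-score within 5 SD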
#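 System: Stable KCNQ1 CHO-K1 line | Incubation: 90 min dye loading and 20 min compound exposure, both at room temperature | Measure: Ratio B score | Medium: Assay buffer for compound exposure, DMSO matched across wells | Compound dosing: Single-concentration screen | Probe or stimulus: K+/Tl+ depolarizing stimulus | Measured by: Kinetic FluxOR fluorescence, 10 s baseline plus 110 s post-stimulus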
# TMEM16A act – activates or potentiates the mouse TMEM16A chloride channel; Q8BHY3; HEK293 TMEM16A/YFP-H148Q/I152L, iodide quench fluorescence; active compounds read low; B-score at 10 µM; 340,000 compounds, 0.3% hits; AID 623877;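 active means fluorescence-ratio B-score plate-corrected deviation score at least 3 library SD below zero, with starting fluorescence score within 5 deviations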;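 further: channel opened by trigger with iodide after compound preincubation; score built on the fluorescence ratio of max minus min over baseline; more negative score means more quench and so TMEM16A activation or potentiation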
# hERG rescue – hERG (human) protection from proarrhythmic block. activation (rescue from dofetilide block), less the hit threshold, % at 10 µM. CHO-hERG, FluxOR thallium flux, dofetilide IC70 present. Q12809. 310,000 compounds, 0.51% hits;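 active means activation above the mean of controls blocked by dofetilide plus 5 SD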;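 further: thallium influx through hERG after potassium depolarization seen as dye fluorescence rise; in these data hits start at about 4.7%; inactives centre near -7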
# KCNK3 block – human KCNK3 channel inhibition, primary screen | O14649 | CHO-KCNK3 thallium flux, FluxOR fluorescence; active compounds read low | B-score at 10 µM | 340,000 compounds, 0.84% hits;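 active means B-score under library mean minus 4 SD, starting fluorescence ratio at most library mean plus 5 SD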;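 further: more negative B-score means stronger inhibition of thallium flux through KCNK3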
# SKKanGAS inh – blocks kanamycin growth of S. pyogenes SKKanGAS strain | 300,000 compounds, 1.3% hits | BacTiter-Glo, 6 h | AID 1662 | inhibition, % at 7.5 µM;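 active means mean replicate score, as percent of positive control median, at least 50; inconclusive means mean below 50 but one replicate at or above 50; inactive means mean and every replicate below 50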;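 further: strain carries kanamycin resistance gene driven by streptokinase promoter and grows in 40 µg/ml kanamycin; loss of luminescence reflects streptokinase promoter inhibition or plain growth inhibition; 0% = median of DMSO wells and 100% = positive control at its reference dose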
# HDAC3 inhib – human HDAC3 inhibition | recombinant HDAC3, fluorogenic peptide/trypsin coupled, fluorescence | inhibition, % at 8.3 µM | 320,000 compounds, 0.15% hits | O15379; in the data active means inhibition above about 26%, passing the limit was not always enough; inconclusive means no clear call, values can overlap the other calls
# RGS4 pot – potentiators or activators of RGS4. 310,000 compounds, 0.92% hits. HEK293 M3R/inducible RGS4, carbachol calcium flux Fluo4; active compounds read low. B-score at 10 µM;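 active means B-score of the integrated calcium signal more than 4 SD below the library mean, with starting fluorescence not abnormally high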;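 further: negative B-score means reduced calcium response which marks RGS4 activation or potentiation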
#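 Assay system: Inducible-RGS4 HEK293 cells carrying M3 receptor | Schedule: Compound preincubation 20 min at room temperature before agonist | Signal: Kinetic calcium fluorescence imaging with Fluo4-AM dye, 2 µM | Read-out basis: B score from integrated fluorescence ratio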
# * hit, by the source's call; i = inactive; ? = inconclusive; . = not tested or not shown. Random draw from the library, and some 6.3% of all compounds hit somewhere here.
SMILES,TMEM16A inh,KCNK9 inh,KCNQ1 block,RGS4 block,KCNQ1 pot,TMEM16A act,hERG rescue,KCNK3 block,SKKanGAS inh,HDAC3 inhib,RGS4 pot
CN(C)/C=N/c1cc(=O)[nH]c(=O)n1C,i,i,i,i,i,i,2.3,i,-3.5,10.6,i
c1ccc(-c2cc3c(ccc4nonc43)nn2)cc1,i,i,i,i,i,i,-5.1,i,-4.6,1.9,i
Cc1ccc(C(=O)NC2CC(C)(C)NC(C)(C)C2)cc1C,i,i,i,i,i,i,-3.8,i,1.3,6.5,i
O=C(CCN1C(=O)COc2ccccc21)NCCN1CCN(c2ccccc2F)CC1,i,i,i,i,i,i,0.7,i,-1.0,-4.1,i
Cc1ccc(OCc2nnc(SCC(=O)Nc3nccs3)n2-c2ccccc2)cc1C,i,i,i,i,i,i,-8.4,i,-3.7,-0.5,i
Cc1ccc2c(c1)C(=O)CC1(CCCC1)O2,i,i,i,i,i,i,-0.8,i,0.2,-0.1,i
O=C(Cn1ncc2c([nH]c3ccccc32)c1=O)Nc1cccnc1,i,i,i,i,i,i,-1.5,i,0.2,-5.9,i
CSc1nc(N)nc(C(C)C)n1,i,i,i,i,i,i,-2.0,i,0.5,-2.0,i
CCOC(=O)N1CCN(C(=O)CSc2nnc(-c3ccc(Cl)s3)o2)CC1,i,i,i,i,i,.,-3.0,.,7.3,-9.7,i
COc1ccccc1N1CCN(CCN2C(=O)C3CCCCN3C2=O)CC1 (stereo not given),i,i,i,i,i,i,-6.3,i,5.9,2.8,i
COc1ccc(C(=O)N/N=c2\oc3ccccc3cc2C(=O)NCc2ccccc2)cc1,i,i,i,i,i,i,-4.9,i,20.7,-0.1,i
CCC(C)NC(=O)C(=O)NCC1CCCN1CC (stereo not given),i,i,i,i,i,i,-8.9,i,14.7,-1.1,i
CCOC(=O)C1CCCCN1S(=O)(=O)c1cc2c(cc1C)NC(=O)CO2 (stereo not given),i,i,i,i,i,i,-11.4,i,-14.5,.,i
CCN(CC)S(=O)(=O)c1ccc(Cl)c(NC(=O)COC(=O)c2ccc(O)cc2)c1,25*,i,i,i,i,i,-9.9,i,4.8,4.6,i
Cn1cc([N+](=O)[O-])c(C(=O)NCc2ccccc2)n1,i,i,i,i,i,i,-2.8,i,7.5,-4.0,i
N#C/C(=C\c1ccc(O)c(O)c1)C(=O)Nc1cccc2ncccc12,i,i,i,i,i,i,-13.5,i,4.3,2.7,i
Cc1[nH]nc2c1/C(=N\O)CC(C)(C)C2,i,i,i,i,i,i,-9.4,i,-7.8,1.5,i
CCOC(=O)C(=CNc1cccc(N)n1)C(=O)OCC,i,i,i,i,i,i,-2.6,i,0.8,-0.4,i
O=C(NCCNC(=O)c1ccc(F)cc1)c1ccc(F)cc1,i,i,i,i,i,i,-13.9,i,-3.9,-2.6,i
CCN=C1SC(C(=O)Nc2cccc(Br)c2)CC(=O)N1CC (stereo not given),i,-7.09*,i,i,i,i,-7.4,i,-4.4,-23.9,-7.84*
Cc1ccccc1-n1c(SCC(=O)N(C)C2CCS(=O)(=O)C2)nnc1-c1ccncc1 (stereo not given),i,i,i,i,i,i,-1.6,i,-3.2,7.7,i
CCCCn1nc(C(=O)Nc2ccc(S(=O)(=O)Nc3ncccn3)cc2)c2ccccc2c1=O,i,i,i,i,i,i,-2.0,i,10.8,-1.2,i
COc1ccc(CNC(=O)C2CCC(=O)N(CCCN3CCCC3=O)C2)cc1 (stereo not given),i,i,i,i,i,i,-5.9,i,3.4,-5.4,i
Cc1c(/C=C/C(=O)c2ccccc2O)cnn1C,i,i,i,i,i,i,-4.4,i,-1.8,-0.8,i
O=C(O)CCCCCNC(=O)/C(=C\c1ccco1)NC(=O)c1ccco1,i,i,i,i,i,i,-3.5,i,0.4,1.2,i
# The listing continues:
SMILES,TMEM16A inh,KCNK9 inh,KCNQ1 block,RGS4 block,KCNQ1 pot,TMEM16A act,hERG rescue,KCNK3 block,SKKanGAS inh,HDAC3 inhib,RGS4 pot
O=C(NCc1ccccc1Cl)NC(=O)c1ccccc1,i,i,i,i,i,i,-2.9,i,-7.1,0.0,i
C[C@H]1CN=C(Nc2ccccc2)N1CCC1CCCCC1,i,i,i,i,i,i,-8.1,i,0.1,-0.2,i
O=S(=O)(Nc1nc2ccccc2s1)c1cnc(Cl)c(Br)c1,i,i,i,i,i,i,-8.9,i,27.4,-0.1,i
CCC(Sc1nc2cc(OC)c(OC)cc2c(=O)n1Cc1ccco1)C(=O)NCCOC (stereo not given),i,i,i,i,i,i,-18.4,i,3.7,3.4,i
CN(C)CCCn1c(N)c(S(=O)(=O)c2ccccc2)c2nc3ccccc3nc21,i,i,i,i,i,i,-16.8,i,7.3,-84.3,i
CCOC(=O)C1CCCN(Cc2ccc(OC)cc2OC)C1 (stereo not given),i,i,i,i,i,i,-9.0,i,2.8,6.9,i
Cc1cccc(N2C(=O)SC(N(C)c3ccccc3)C2=O)c1 (stereo not given),i,i,i,i,i,i,-10.7,i,2.0,-2.6,i
NC1=NC(=O)/C(=C/C=C/c2cccs2)S1,i,i,i,i,i,i,-3.2,i,-5.1,2.3,i
CCc1c(C)sc(NC(=O)c2cccs2)c1C(N)=O,i,i,i,i,i,i,-1.9,i,-1.1,-7.4,i
c1ccc(CN2CCN(Cc3nnc(-c4ccccc4)o3)CC2)cc1,i,i,i,i,i,i,-12.9,i,0.3,-4.9,i
CCn1c(CCc2ccccc2)nc2ccccc21,i,i,i,i,i,i,-1.9,i,1.5,2.6,i
CCN(CC)c1ccc(/C=c2/sc3nnc(-c4ccccc4C)n3c2=O)cc1,i,i,i,i,i,i,-14.6,i,10.5,3.9,i
Cc1ccc(S(=O)(=O)Nc2ccccc2)cc1C(=O)N1CCCC1,i,i,i,i,i,i,-4.2,i,-1.2,.,i
Cc1cccc(CN2CCSCC2)c1,i,i,i,i,i,i,-1.3,i,-2.3,0.4,i
CCN1CCc2c(C#N)c(N3CCCCC3)nc(N3CCOCC3)c2C1,i,i,i,i,i,i,-5.4,i,-3.4,-13.2,i
C=CCc1cccc(OC)c1OCCOCCn1ccnc1,i,i,i,i,i,i,-12.6,i,-2.5,-0.2,i
COc1cccc2[nH]c(C(=O)NC(C)c3ccccc3)cc12 (stereo not given),i,i,i,i,i,i,-9.5,i,-3.1,-26.4,i
COc1ccc(NC(=O)Nc2ccccc2C(N)=O)cc1,i,i,i,i,i,i,-7.2,i,-5.4,4.4,i
Cc1ccccc1C(=O)OC1CCN(C)CC1,i,i,i,i,i,i,-5.5,i,2.1,2.6,i
CC(=O)NC1C(=O)N=C(SCC(=O)NC2CCCCC2)NC1=O (stereo not given),i,i,i,i,i,i,4.3,i,-3.5,-1.6,i
Cc1c(Cl)cccc1NC(=O)CCNC(=O)N1CC(=O)Nc2ccccc21,i,i,i,i,i,i,-1.5,i,-1.6,3.6,i
COC(=O)c1ccccc1NC(=O)c1cc([N+](=O)[O-])nn1Cc1ccccc1,i,i,i,i,i,i,-7.8,i,3.5,0.3,i
CCOc1ccc2nc(NC(=O)c3cnc(C)cn3)sc2c1,i,i,i,i,i,i,-9.9,i,41.5,1.8,i
Cc1cccc(OCC(=O)NC(=S)NNC(=O)c2ccncc2)c1,i,i,i,i,i,i,-9.8,i,2.4,3.2,i
CCOC(=O)c1cn[nH]c1N,i,i,i,i,i,i,-1.7,i,-0.5,3.9,i
# Additional compounds follow:
SMILES,TMEM16A inh,KCNK9 inh,KCNQ1 block,RGS4 block,KCNQ1 pot,TMEM16A act,hERG rescue,KCNK3 block,SKKanGAS inh,HDAC3 inhib,RGS4 pot
O=C1CC(N2CCN(c3ccccc3)CC2)C(=O)N1c1cccc(Br)c1 (stereo not given),i,i,i,i,i,i,-4.2,i,6.9,1.9,i
Oc1ccc(C=Nc2cccc3ccccc23)c(O)c1,i,i,i,i,i,i,-3.5,i,-3.0,-15.4,i
Cc1cccc(C)c1NC(=S)N(CCCN1CCCCC1)Cc1ccco1,i,i,i,i,i,i,1.2,i,4.4,-0.9,i
CCOC(=O)CNC(=O)c1ccc2[nH]c3ccccc3c2c1,i,i,i,i,i,i,-9.0,i,-1.4,-25.9,i
Cc1ccc(Cl)cc1NC(=O)CN1CCN(S(=O)(=O)N2CCC(C)CC2)CC1,i,i,i,i,i,i,-5.6,i,0.4,1.7,i
COc1cc(/C=C(\C#N)c2ccccn2)ccc1OCC(=O)Nc1ccc(Br)cc1,i,i,i,i,i,i,-17.0,i,3.1,-0.3,i
COc1ccccc1C(CC(=O)O)NS(=O)(=O)c1ccc2c(c1)N(C(C)=O)CC(C)O2 (stereo not given),i,i,i,i,i,i,-5.9,i,5.9,1.4,i
COC(=O)C(C)Sc1ccc2nnc(-c3ccccc3)n2n1 (stereo not given),i,i,i,i,i,i,-11.6,i,1.4,-9.7,i
O=C(O)c1nccnc1C(=O)Nc1ccccc1-c1ccccc1,i,i,i,i,i,i,-11.1,i,-1.4,-2.0,i
COc1ccc(C(=O)NNC(=O)c2ccc(S(=O)(=O)N3CC(C)OC(C)C3)cc2)cc1 (stereo not given),i,i,7*,i,i,i,-6.7,i,-5.7,-0.2,i
COc1ccc(OC)c(NC(=O)CSCC(=O)O)c1,i,i,i,i,i,i,-5.7,i,-0.4,7.2,i
COc1ccc(S(=O)(=O)N2CCCCCC2)cc1C(=O)N(C)Cc1ccccc1F,i,i,i,i,i,i,-18.1,i,21.2,13.1,i
COC(=O)CCC(=O)OC1(C)C(=O)C2=CN(C(CO)CO)C(c3ccc(OC)cc3)=CC2=C(Br)C1=O (stereo not given),i,i,i,i,i,.,-4.8,.,2.1,6.3,i
O=C1c2ccccc2C(=O)N1CCCCN(C(=O)c1ccco1)c1ccc(Cl)cc1,i,i,i,i,i,i,-12.1,i,9.4,14.0,i
COc1ccc(C)cc1NC(=O)c1cccc(C(=O)Nc2cc(C)ccc2OC)n1,i,-15.5*,i,i,i,i,-8.4,i,-3.0,-1.7,i
O=C(NC1CCCCC1)C(c1ccccc1)N1CCc2ccccc21 (stereo not given),i,i,i,i,i,i,-13.6,i,-0.6,17.4,i
CCCc1cc2c(-c3ccccc3)cc(=O)oc2cc1OCc1ccc(C(=O)O)o1,i,i,i,i,9*,i,-13.2,i,?,5.5,i
CCOc1ccc(OCCC(=O)NNC(=O)c2cc(C)oc2C)cc1,i,i,i,i,i,i,-15.0,i,-16.9,-0.3,i
CN(CC(O)COc1ccc(OCC(O)CN(C)C2CCCCC2)cc1)C1CCCCC1 (stereo not given),i,i,i,i,i,i,-0.8,i,-6.9,10.2,i
CCc1cccc(C)c1NC(=S)NCc1ccc2c(c1)cc(C)n2C,i,i,i,i,i,i,-18.4,i,6.6,-1.9,i
